# XIAP displacement = XIAP antagonists, biochemical, IAP family, fluorescence polarization (AID 1018); XIAP BIR domain, fluorescence polarization peptide displacement; higher % means a stronger effect; 0.007% of 200,000 active; displacement, % at 20 µM; hits with a dose series show IC50 in µM; E3 ubiquitin-protein ligase XIAP (Homo sapiens); in the data active means displacement above about 50%; further: a part of the inactive calls stands beside numbers as strong as those of hits
# NOD2 inhibition = NOD2 signaling inhibitors, cell-based, luminescence, uHTS, HEK293 (AID 1566) | HEK293 NOD2/NF-kB luciferase reporter, luminescence; higher % means a stronger effect | inhibition, % at 4 µM; hits with a dose series show EC50 in µM | 0.63% of 290,000 active; further: many of its hits are not listed in these tables
# ER stress rescue = rescue of cells from ER stress-induced death, primary screen, 384-well, CSM14.1, thapsigargin, ATP luminescence (AID 1222). CSM14.1 thapsigargin-induced death rescue, ATP luminescence; higher % means a stronger effect. cellular ATP content (survival), % at 20 µM, or EC50 in µM where a hit was titrated. 190,000 tested, under 10 active;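 active means EC50 below 50 µM in the dose-response confirmation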;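 further: death triggered by thapsigargin at about 15 µM added after 2 h compound pretreatment; cell ATP read after overnight thapsigargin exposure of roughly 18 to 22 hours; normalized against plate controls of thapsigargin alone and 5% DMSO vehicle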
# LYP inhibition = inhibitors of LYP phosphatase, biochemical, fluorescence intensity, uHTS (AID 1779); Tyrosine-protein phosphatase non-receptor type 22 (Homo sapiens); recombinant LYP phosphatase, fluorescence intensity; higher % means a stronger effect; inhibition, % at 11.5 µM; hits with a dose series show IC50 in µM; 0.054% of 290,000 active;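 further: plate controls were vehicle with enzyme for no effect and no enzyme for full effect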
# Hep lipid drop = inhibitors of hepatocyte lipid droplet formation, primary screen, imaging, high-throughput imaging, BODIPY stain | AID 1656, 2009 | 0.4% of 240,000 active | inhibition, % at 6.5 µM | AML12 mouse hepatocytes, oleate lipid droplets;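 active means lipid droplet intensity inhibited by at least 50%, with more than 500 cells counted; inconclusive means wells with under 300 cells, treated as cytotoxic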
#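 Test system: AML12 mouse liver cells; schedule: overnight exposure; technique: high-content imaging of BODIPY-stained droplets and DAPI nuclei; read-out: % inhibition of corrected integrated BODIPY droplet signal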
# Siah-1 displacement = Siah-1 peptide-binding antagonists, primary screen, biochemical, fluorescence polarization, rhodamine-plectin, uHTS (AID 1817) | E3 ubiquitin-protein ligase SIAH1 (Homo sapiens) | 0.02% of 290,000 active | Siah-1 / rhodamine-plectin peptide fluorescence polarization; higher % means a stronger effect | displacement, % at 20 µM, or IC50 in µM where a hit was titrated;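 active means displacement of at least 50% at 20 µM, with a fluorescence ratio check between 0.3 and a set limit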;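 further: plate controls were Siah plus tracer with DMSO for no effect and tracer alone without Siah for full effect; strong numbers were not always called active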
# P. falciparum M17LAP = P. falciparum M17LAP inhibitors, primary screen, biochemical, fluorogenic H-Leu-NHMec substrate, 1536-well (AID 1619); Leucine aminopeptidase (Plasmodium falciparum (isolate 3D7)); recombinant M17LAP, H-Leu-NHMec fluorogenic kinetic assay; higher % means a stronger effect; inhibition, % at 30 µM; hits with a dose series show IC50 in µM; 0.38% of 220,000 active;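 active means compound inhibiting the enzyme by more than half at any dose during confirmatory dose-response retesting; inconclusive means strong single-dose inhibitors picked by rank but not retested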;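 further: plate controls were full reaction with DMSO carrier for no effect and no enzyme background for full effect; strong numbers were not always called active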
# M1AAP inhibition = P. falciparum M1AAP inhibitors, biochemical, fluorogenic H-Leu-NHMec substrate, 1536-well (AID 1445) | recombinant M1AAP, H-Leu-NHMec fluorogenic kinetic assay; higher % means a stronger effect | Aminopeptidase N (Plasmodium falciparum (isolate 3D7)) | 0.42% of 220,000 active | inhibition, % at 30 µM, or IC50 in µM where a hit was titrated;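 active means primary inhibition above the hit cutoff, then over 50% inhibition at one or more dose response concentrations, cut at about 23% in these data, passing the limit was not always enough; inconclusive means conflicting primary data, or primary hits not chosen for dose response; inactive means low primary inhibition, or under 50% at every dose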;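 further: plate controls were DMSO full reaction for no effect and no enzyme background for full effect; strong numbers were not always called active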
# AID2073 = inhibitors of Mint1-CaV2.2 protein interaction, biochemical, HTRF (AID 2073); Voltage-dependent N-type calcium channel subunit alpha-1B (Homo sapiens); HTRF protein-protein interaction, Mint1-CaV2.2; higher % means a stronger effect; inhibition, % at 20 µM; hits with a dose series show IC50 in µM; 0.19% of 290,000 active; in the data active means inhibition mostly above about 51%, no sharp cut-off; inconclusive means no clear call, values can overlap the other calls; inactive means mostly below about 53%; further: some results filed as inactive read as strong as hits
# Hep lipid drop cells 6.5 µM = also measured in Hep lipid drop; calls as there; cell count; measured here: cell count, cytotoxicity flag;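 cells counted across two imaged fields per well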
# Active calls of the source: *; ? = inconclusive; / = no result given. Unless noted, no stated cut-off is given here; in the data, active means inhibition above about 50%; inactive means the rest. This is a subset; the hit share may differ from the screen's.
no. | Molecule | XIAP displacement | NOD2 inhibition | ER stress rescue | LYP inhibition | Hep lipid drop | Hep lipid drop cells 6.5 µM | Siah-1 displacement | P. falciparum M17LAP | M1AAP inhibition | AID2073
1 | CC(C(=O)Nc1ccccc1Br)c1ccc([N+](=O)[O-])cc1 (stereo unspecified) | -4.9% | 18% | 5.6% | -6% | 4 | 625 | -1% | 9% | 11% | 9%
2 | COc1cccc(/C(C)=N/NC(=O)c2cc(-c3cccnc3)nc3ccccc23)c1 | -4.1% | -6% | -3.1% | 1% | 6 | 659 | 3% | 7% | -1% | 5%
3 | O=C1CN(C(=O)c2cc3ccccc3oc2=O)C(c2ccccc2)c2cc(F)ccc2N1 (stereo unspecified) | -5.4% | -9% | -1.3% | -6% | -30 | 727 | 6% | -1% | 3% | -6%
4 | COc1ccc(C2CC(C(F)(F)F)n3nc(C(=O)O)cc3N2)cc1 (stereo unspecified) | / | 21% | / | -3% | -3 | 687 | -5% | 8% | -1% | 9%
5 | CC(C)N1CCC(N2CCN(CCCc3ccccc3)CC2CCO)CC1 (stereo unspecified) | -3.9% | 11% | 0.2% | -10% | -6 | 713 | 2% | / | / | -1%
6 | COc1cc(C(=O)NCC(=O)N/N=C/c2ccc(-c3ccc([N+](=O)[O-])cc3)o2)cc(OC)c1OC | / | 5% | / | -2% | 3 | 798 | 2% | / | / | 2%
7 | COC(=O)c1cc(Br)c(=O)n(Cc2ccc(OC)c(OC)c2)c1 | -0.5% | -3% | -1.2% | -4% | 2 | 863 | -5% | 4% | 6% | 8%
8 | COc1ccc(N=C2SC(C(=O)Nc3ccc4c(c3)OCO4)CC(=O)N2C)cc1 (stereo unspecified) | -3.5% | 1% | -0.5% | 2% | / | / | -7% | 4% | 8% | 2%
9 | CCc1ccc(N2CCN(C(=O)c3ccc(OC)c(OC)c3)CC2)cc1 | -6.3% | 10% | / | 3% | -1 | 676 | -3% | 3% | 1% | 3%
10 | Cc1ccc(C)n1NC(=O)c1cccc(Cl)c1 | -6.1% | 9% | -0.7% | -5% | 9 | 758 | -4% | -5% | 3% | -3%
11 | O=C(O)CN1C(=O)C(=O)N(Cc2ccc(Cl)cc2Cl)C1=O | / | 10% | / | -5% | / | / | 1% | / | / | 26%
12 | CCOC(=O)CCc1c(C)nc2cc(C3CCCN(C(=O)OC(C)(C)C)C3)[nH]n2c1=O (stereo unspecified) | -0.4% | 2% | -0.4% | 0% | / | / | 0% | -1% | 2% | 7%
13 | Cc1ccc(-n2nnnc2CNC(=O)c2ccc(Br)o2)cc1C | / | 14% | / | -11% | -20 | 702 | 0% | / | / | 5%
14 | O=C(NNc1cc(Cl)ccc1Cl)c1c(F)cccc1Cl | / | -6% | / | -3% | -12 | 731 | -1% | -4% | -3% | -6%
15 | COC(=O)[C@@H](Cc1c[nH]c2ccccc12)NC(=O)CCC(=O)c1ccc(Br)cc1 | / | 11% | / | -8% | -18 | 791 | 1% | / | / | 4%
16 | O=C1c2ccccc2C(=O)N1CCc1nc2ccccc2c(=O)n1-c1ccccn1 | -4.3% | 2% | / | -4% | -5 | 690 | 0% | 16% | 6% | -3%
17 | CSc1ccc(CN(C)C(=O)CNC(=O)CNS(=O)(=O)c2ccc(C)c(C)c2)cc1 | / | 18% | / | -7% | -26 | 724 | -1% | / | / | 24%
18 | Cc1ccc(S(=O)(=O)Nc2nc3ccccc3nc2NCc2ccco2)cc1 | -1.9% | -37% | -1.6% | 1% | -16 | 673 | 8% | 31% | 10% | 10%
19 | COC(=O)c1cn(-c2ccccc2)nc1-c1ccncc1 | -2.4% | 8% | 0.5% | -14% | / | / | -3% | 8% | -1% | 6%
20 | CCC(C)N(CC(=O)NCc1ccc(OC)cc1)C(=O)c1csnn1 (stereo unspecified) | -2.9% | 2% | 13% | -6% | / | / | -3% | 18% | 4% | -7%
21 | CCOc1ccc(C2C(C#N)=C(N)Oc3n[nH]c(C)c32)cc1OC(=O)C1CC1 (stereo unspecified) | -4.1% | -7% | -1.5% | 3% | / | / | -2% | 4% | -1% | 4%
22 | CC(=O)N1c2ccc(S(=O)(=O)N3CCCCC3)cc2CC1C(=O)Nc1ccccc1C(F)(F)F (stereo unspecified) | / | 10% | / | -8% | -1 | 656 | 3% | / | / | 0%
23 | COc1cc(CC(=O)Nc2nc(C)cs2)cc(OC)c1OC | -0.1% | 14% | -0.9% | -9% | 19 | 657 | 8% | 12% | 7% | -1%
24 | O=C(CSc1nc2ccccc2s1)Nc1nccs1 | -18% | 0% | 0.3% | -4% | / | / | 6% | 5% | 0% | -10%
25 | O=c1oc2ccccc2c2nccnc12 | -9.0% | -18% | / | 4% | -2 | 721 | 6% | 10% | 5% | -3%
26 | COC(=O)CN1C(=S)N(c2ccc(OC)cc2)C(=O)C1CC(=O)Nc1ccc(F)cc1 (stereo unspecified) | -3.2% | 19% | -1.5% | -2% | -4 | 623 | 11% | 2% | 8% | 20%
27 | O=C(c1cc2cc(Br)ccc2[nH]1)N1CCc2ccccc21 | / | -2% | / | -4% | -2 | 843 | 9% | / | / | 31%
28 | CCC(NC(=S)Nc1ccccc1)C(=O)O (stereo unspecified) | -3.8% | -4% | -2.3% | 1% | 9 | 673 | -1% | -3% | 6% | -13%
29 | Cc1cc(NC(=O)CSc2cn(CCNC(=O)c3ccccc3)c3ccccc23)no1 | -4.1% | 11% | 1.9% | 0% | / | / | 2% | -2% | 15% | -9%
30 | COC(=O)CSc1nnc(C)n1-c1cccc(OC)c1 | -2.5% | -7% | 0.3% | 4% | / | / | 1% | 4% | -7% | 4%
31 | CCOc1ccccc1N(CC(=O)Nc1c(C)n(C)n(-c2ccccc2)c1=O)S(=O)(=O)c1ccccc1 | -5.4% | 7% | -1.7% | -1% | -6 | 691 | 7% | -6% | 0% | 7%
32 | O=C(CCNC(=O)c1ccccc1Cl)NC1=NCCS1 | -3.4% | -8% | -2.0% | -4% | -8 | 667 | -3% | 7% | 0% | 4%

# Shown with values under each structure: part of the list above.
# Under each structure: XIAP displacement, NOD2 inhibition, ER stress rescue, LYP inhibition, Hep lipid drop, Hep lipid drop cells 6.5 µM, Siah-1 displacement, P. falciparum M17LAP, M1AAP inhibition, AID2073
[25] O=c1oc2ccccc2c2nccnc12
→ -9.0%, -18%, /, 4%, -2, 721, 6%, 10%, 5%, -3%
[26] COC(=O)CN1C(=S)N(c2ccc(OC)cc2)C(=O)C1CC(=O)Nc1ccc(F)cc1 (stereo unspecified)
→ -3.2%, 19%, -1.5%, -2%, -4, 623, 11%, 2%, 8%, 20%
[27] O=C(c1cc2cc(Br)ccc2[nH]1)N1CCc2ccccc21
→ /, -2%, /, -4%, -2, 843, 9%, /, /, 31%
[28] CCC(NC(=S)Nc1ccccc1)C(=O)O (stereo unspecified)
→ -3.8%, -4%, -2.3%, 1%, 9, 673, -1%, -3%, 6%, -13%
[29] Cc1cc(NC(=O)CSc2cn(CCNC(=O)c3ccccc3)c3ccccc23)no1
→ -4.1%, 11%, 1.9%, 0%, /, /, 2%, -2%, 15%, -9%
[30] COC(=O)CSc1nnc(C)n1-c1cccc(OC)c1
→ -2.5%, -7%, 0.3%, 4%, /, /, 1%, 4%, -7%, 4%

# The listing continues:
no. | Molecule | XIAP displacement | NOD2 inhibition | ER stress rescue | LYP inhibition | Hep lipid drop | Hep lipid drop cells 6.5 µM | Siah-1 displacement | P. falciparum M17LAP | M1AAP inhibition | AID2073
33 | COc1ccc2c(CN3CCN(S(=O)(=O)c4cccs4)CC3)cc(=O)oc2c1 | -7.5% | 13% | -0.4% | 11% | 10 | 627 | 28% | 6% | 2% | ?
34 | CCc1ccc(NC(=O)C/C(C)=N/NC(=O)OCc2ccc(OC)cc2)cc1 | -3.6% | -12% | -1.4% | -4% | -1 | 596 | 10% | 13% | 4% | -2%
35 | CC(=O)Nc1c(O)nc(SCC(=O)Nc2nnc(SCc3ccccc3)s2)[nH]c1=O | -4.0% | -12% | -7.1% | -2% | 10 | 704 | -6% | 26% | 2% | 10%
36 | Cc1cc(C)c(C(=O)COC(=O)Cn2cnnn2)cc1C | 0.8% | -12% | -1.1% | 1% | / | / | -1% | 5% | -1% | -10%
37 | CC1(C)CC(=O)c2c(O)cc(OCC(=O)N3CCN(c4ccccc4)CC3)cc2O1 | / | 11% | / | -4% | / | / | -1% | / | / | 34%
38 | O=C(CCn1c(=O)sc2ccccc21)NC1CCCCC1 | / | -15% | / | -6% | -1 | 697 | 1% | / | / | -5%
39 | COC(=O)C(C)N(C(=O)c1ccc(C(=O)c2ccccc2)cc1)c1c(C)cccc1C (stereo unspecified) | -1.6% | -6% | 0.9% | -1% | -5 | 745 | 1% | -12% | 9% | -4%
40 | CCN1CCN(c2c(Cl)cccc2NC(=O)c2ccco2)CC1 | 0.3% | -10% | 0.3% | -2% | 28 | 659 | -1% | 7% | 1% | -6%
41 | COc1cccc(CN2CC(C(=O)N(C)Cc3ccnc4ccccc34)CCC2=O)c1 (stereo unspecified) | / | 1% | / | -3% | 9 | 710 | -2% | / | / | 2%
42 | CCN(CC)c1c([N+](=O)[O-])ncn1C | -1.1% | -10% | -0.3% | -3% | 1 | 771 | 1% | 17% | 1% | 0%
43 | COc1ccc(-c2cn(CCc3c[nH]c4ccccc34)nn2)cc1 | / | -35% | / | -14% | / | / | -2% | / | / | -2%
44 | COc1cccc(S(=O)(=O)Nc2ccc(C(=O)Nc3ccncc3)cc2)c1 | -0.3% | -89% | 3.5% | -7% | 0 | 624 | 3% | 5% | -4% | 13%
45 | COc1cc(C2C(C#N)=C(N)Oc3cc(O)ccc32)cc(OC)c1OC (stereo unspecified) | -6.8% | -18% | -5.7% | -7% | / | / | 3% | -3% | 6% | 9%
46 | CN(C(=O)c1ccco1)c1nc(-c2ccc(Cl)cc2)cs1 | / | -4% | / | -11% | / | / | 4% | / | / | 13%
47 | C=CCn1c(SCC(=O)NCC)nnc1-c1cc2c(s1)CCC(CC)C2 (stereo unspecified) | 2.1% | -41% | 0.4% | 13% | -3 | 675 | 0% | 7% | -3% | -1%
48 | CN1CCN(C(CNS(=O)(=O)c2cccs2)c2cccnc2)CC1 (stereo unspecified) | -4.5% | -7% | 5.3% | -4% | -1 | 677 | 5% | 6% | 4% | 12%
